# USP2a inh – inhibitors of human ubiquitin-specific protease USP2a; hit rate 0.01% among 330,000; AID 463254; Potency, µM (doses to about 38.3 µM), inactives show at the highest dose activity change, negative = inhibition, usual class: inhibitors; USP2 core, Ub-CHOP2 coupled fluorogenic reporter, 485/531; O75604;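 also: potency is read from the fitted curve at half-maximal effect; plate controls were DMSO wells for no effect and full inhibition by NEM control for full effect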
#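 Deubiquitinase activity read as fluorescence (485/531 nm) after Ub-CHOP2 cleavage activates the enterokinase reporter on its substrate; USP2 core 10nM, Ub-CHOP2 and substrate 25nM each, 30min compound preincubation then 60min RT; data normalized to NEM, curves fitted.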
# Giardia kill – Giardia lamblia killing; activity change, % at 7.66 µM, hits read low; hit rate 0.15% among 340,000; Giardia lamblia trophozoite viability; AID 540267; in the data active = activity change below about -80%; inconclusive = between about -30% and that limit;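 also: parasites exposed to compound for two days anaerobically before the ATP read; % is scaled to controls: 0 for no effect and ±100 for the full control effect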
#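 Trophozoites 100 cells/well + cpd; 48 hrs, 37 deg C, anaerobic. ATPLite 1-Step added, 15-30 min RT, luminescence read (ATP-based viability).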
# Menin MLL FP TR – displaces Texas Red mutant MLL peptide from human menin; Menin + Texas Red MLL mutant peptide, fluorescence polarization; hit rate 0.23% among 270,000; O00255; Potency, µM (highest dose often 61.6 µM), without a hit: top-dose FP activity change, negative = inhibition, actives largely listed as inhibitors; active = well fitted inhibition curve with a large enough effect in the polarisation, with a control signal flat, not every such curve was filed as active; inconclusive = small, poorly fitted or top-dose-only effect, or effect the other way, or a change in a side signal; inactive = no such curve, though single readings can be large or run the other way; the % refers to the polarisation; also: potency is read from the fitted curve at half-maximal effect; % of control where 0% means no effect; many of its hits are not listed in these tables
# Target sequence (O00255 whole entry, looked up): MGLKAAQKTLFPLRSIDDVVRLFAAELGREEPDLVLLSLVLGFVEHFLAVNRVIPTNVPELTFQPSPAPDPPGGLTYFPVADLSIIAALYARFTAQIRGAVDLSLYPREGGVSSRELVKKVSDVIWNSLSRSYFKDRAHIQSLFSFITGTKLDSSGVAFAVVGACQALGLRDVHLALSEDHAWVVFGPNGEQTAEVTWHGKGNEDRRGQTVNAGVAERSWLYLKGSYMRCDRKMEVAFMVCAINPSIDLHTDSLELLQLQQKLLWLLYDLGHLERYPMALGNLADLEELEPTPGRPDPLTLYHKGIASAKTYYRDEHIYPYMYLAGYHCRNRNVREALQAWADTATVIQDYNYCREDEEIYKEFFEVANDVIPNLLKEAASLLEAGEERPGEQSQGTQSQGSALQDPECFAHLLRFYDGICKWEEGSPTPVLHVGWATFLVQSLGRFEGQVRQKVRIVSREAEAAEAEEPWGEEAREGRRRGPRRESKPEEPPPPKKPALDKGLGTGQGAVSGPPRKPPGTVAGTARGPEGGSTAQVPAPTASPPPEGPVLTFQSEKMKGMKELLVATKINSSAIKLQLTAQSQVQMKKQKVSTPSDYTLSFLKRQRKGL
# CXXC DNA block – inhibitors of human MLL CXXC domain-DNA interaction; Q03164; MLL-CXXC / FITC-HOXA9 DNA fluorescence polarization; Potency, µM (doses to about 115 µM), without a hit: at the top dose activity change, negative = inhibition, actives largely listed as inhibitors; hit rate 0.037% among 290,000; AID 2662; active = well fitted inhibition curve with a large enough effect in the polarisation, with a control signal flat, not every such curve was filed as active; inconclusive = small, poorly fitted or top-dose-only effect, or effect the other way, or a change in a side signal; inactive = no such curve, though single readings can be large or run the other way; the % refers to the polarisation; also: potency is read from the fitted curve at half-maximal effect
#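 Fluorescence polarization: 7 uM MLL-CXXC (stock) preincubated 5 min with compounds, then 50 nM fluorescein-HOX-A9 DNA (stock) added; 30 min ambient. Buffer 50 mM Tris-HCl pH 7.5, 50 mM NaCl, 1 mM DTT, 0.05% BSA.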
# FBPA coupling cs – inhibits coupling enzyme system, counter-screen for aldolase hits | coupling enzyme system counterscreen, AmpLite Red fluorescence | hit rate 0.67% among 290,000 | activity change, negative = inhibition, % at 58.2 µM, hits read low; in the data active = activity change below about -30%; also: % is scaled to controls: 0 for no effect and ±100 for the full control effect
#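 Fluorescence at 525 nm excitation and 598 nm emission measured inhibition of the coupled detection system without aldolase. Compounds (at 57.5 uM final) were preincubated 10 min at room temperature with coupling enzyme reagent before a 20 min substrate/AmpLite Red step.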
# KCNH2 WT inh – inhibitors of human wildtype KCNH2 potassium channel; Q12809; activity change, % at 1.84 µM; hit rate 0.37% among 340,000; U2OS, BacMam KCNH2, thallium flux FluxOr; stronger effect = lower value; AID 720551;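 active = maximum activity change below -70%; inconclusive = maximum activity change between -70% and -50%; inactive = maximum activity change above -50%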; also: % is scaled to controls: 0 for no effect and ±100 for the full control effect
#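 U2OS cells transduced with wild-type KCNH2 virus are loaded with FluxOr dye for 45 min, and thallium flux is measured in kinetic reads before and after stimulation buffer. Rate constants are normalized to DMSO controls.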
# PKM2 activator – increases activity of human pyruvate kinase M2 | purified PKM2, Kinase-Glo ATP luminescence, activation; response scale: 0% is enzyme alone, no compound | Potency, µM (titrated, usually from 57.5 µM), for inactives: top-dose activation, hits mostly activators | hit rate 0.34% among 260,000 | AID 1631 | P14618; also: potency is read from the fitted curve at half-maximal effect; % is scaled to controls: 0 for no effect and ±100 for the full control effect; nearly all actives have a fitted effect of over 55% in size
#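 Purified hPK-M2 (>95%) run at intermediate activity with 0.1 mM ADP and 0.5 mM PEP in 50 mM imidazole pH 7.2, KCl, MgCl2; 1 h room temperature. ATP formed read by Kinase-Glo luminescence; normalized to uninhibited and no-enzyme controls.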
# GALK inh – inhibitors of human galactokinase. hit rate 0.007% among 270,000. Purified GALK, Kinase-Glo residual ATP luminescence. P51570. Potency, µM (titrated, usually from 57.5 µM), inactives show at the highest dose activity change, negative = inhibition, most hits filed as inhibitors. AID 1868; also: potency is read from the fitted curve at half-maximal effect; % is scaled to controls: 0 for no effect and ±100 for the full control effect
#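 ATP-depletion format; final 35 uM ATP, 100 uM D-galactose, 5 nM enzyme; pH 8.0 HEPES/Mg2+ buffer; 60 min RT; luminescence read 10 min after detection reagent.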
# TRPV1 ag – human TRPV1 agonism | Q8NER1 | TRPV1-expressing cells, Fluo-8 calcium influx, agonist mode | activation, % at 8.33 µM | hit rate 0.19% among 320,000; in the data active = activation above about 80%; inconclusive = between about 30% and that limit; also: 0% is about no effect
#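 TRPV1-expressing cells were cultured overnight at 35.5C and loaded with Fluo-8 calcium dye for 40 to 90 min at room temperature. After a 10 s baseline, compound was added and calcium influx was read kinetically for 3 min (ex 480/em 520 nm).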
# KCNH2 3.1 inh – KCNH2 3.1 (human) potassium channel inhibition. activity change, % (tested at about 1.8 µM). hit rate 0.95% among 340,000. U2OS KCNH2 3.1, thallium flux FluxOr; stronger effect = lower value;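 active = maximum activity change below -70%; inconclusive = maximum activity change from -70% to -50%; inactive = maximum activity change above -50%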;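 also: thallium influx rate constant from kinetic fluorescence after stimulation buffer; % is scaled to controls: 0 for no effect and ±100 for the full control effect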
#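 FluxOr-based Tl+ influx in U2OS cells transduced with KCNH2 3.1 virus; rate constants normalized to DMSO controls.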
# B2AR arrestin – recruits beta-arrestin to the human beta2-adrenergic receptor; P07550; beta-arrestin recruitment to beta2AR, cell-based reporter; Potency, µM (titrated, usually from 46.1 µM), without a hit: at the highest dose activation, usual class: activators; hit rate 0.02% among 330,000; AID 492947;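 also: potency is read from the fitted curve at half-maximal effect; 0% = DMSO controls and full agonism = EC100 isoproterenol or metaproterenol; nearly all actives have a fitted effect of over 65% in size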
# Target sequence (P07550 whole entry, looked up): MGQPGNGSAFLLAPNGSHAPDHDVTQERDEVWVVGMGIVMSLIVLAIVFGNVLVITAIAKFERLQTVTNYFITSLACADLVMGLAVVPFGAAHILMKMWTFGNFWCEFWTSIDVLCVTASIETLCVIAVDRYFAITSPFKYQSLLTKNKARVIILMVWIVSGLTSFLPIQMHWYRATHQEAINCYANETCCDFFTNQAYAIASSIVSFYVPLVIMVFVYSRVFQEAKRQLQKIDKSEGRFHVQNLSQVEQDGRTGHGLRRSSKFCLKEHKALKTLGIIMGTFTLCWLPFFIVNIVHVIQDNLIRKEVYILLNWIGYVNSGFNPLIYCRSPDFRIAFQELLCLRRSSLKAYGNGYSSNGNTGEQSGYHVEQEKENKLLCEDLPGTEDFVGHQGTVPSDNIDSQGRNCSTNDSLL
# The depositor's hits bear a star; ? = inconclusive; · = no result given; & = joins results of further samples; [ ] = another dose, or the depositor's remark. Unless noted, calls follow the shape of the dose curve; as a rule, active = well fitted curve in the direction sought with a large enough effect; inconclusive = small, poorly fitted or top-dose-only effect, or another doubt; inactive = no such curve, though single readings can be large; an effect the other way counts as inactive or inconclusive. These rows are one share of the data (hit frequency here may not be typical).
structure	PKM2 activator	KCNH2 WT inh	FBPA coupling cs	Giardia kill	CXXC DNA block	KCNH2 3.1 inh	GALK inh	Menin MLL FP TR	TRPV1 ag	B2AR arrestin	USP2a inh
N/C(=N\OC(=O)CSc1ccccc1)c1ccccn1	-1%	2	·	8	-2%	-17	-3%	·	4	0.3%	-1%
Cc1cc(C)cc(NC(=O)c2cc3c(=O)n4ccccc4nc3s2)c1	-10%	-6	-2	-3	-1%	-7	-3%	?	1	0.1%	1%
c1ccc2c(c1)ncn2CCN1CCCCC1	2%	-1	3	-6	-3%	32	0%	2%	3	-0.4%	0%
CCOC(=O)CC1C(=O)NCCN1C(=O)c1cccc(OC)c1 (stereo unspecified)	·	0	-1	-7	2%	8	-3%	-13%	-2	0.4%	6%
COc1ccc(-c2csc(C)n2)cc1Br	-17%	-5	-1	13	14%	-1	-1%	14%	0	-0.1%	10%
CC1CCC(NC(=O)c2ccc(NC3=NC4CS(=O)(=O)CC4S3)cc2)CC1 (stereo unspecified)	·	8	·	8	3%	1	-4%	·	2	-0.1%	1%
CCCCNC(=O)CCCn1c(=O)[nH]c2ccc(Br)cc2c1=O	0%	7	0	11	0%	3	0%	-16%	-2	-0.4%	1%
CCOc1ccccc1-c1nnc(CS(=O)(=O)c2ccccc2)o1	-1%	1	1	0	-6%	3	-1%	?	25	0.4%	-5%
Cc1cccc(C)c1NC(=O)C1c2cccc[n+]2CC(=O)N1Cc1cccs1 (stereo unspecified)	0%	-1	-3	-15	0%	1	0%	-10%	3	-1.0%	2%
CC(C)Cc1nn2c(=O)cc(COc3ccc(NC(=O)c4ccco4)cc3)nc2s1	·	2	·	?	1%	18	3%	·	1	0.1%	-1%
COc1cccc(-n2c(C)nnc2SCC(=O)Nc2ccccc2N2CCOCC2)c1	-9%	-3	-3	-7	-1%	3	-1%	-21%	3	-0.1%	-1%
O=C(NCCc1ccccc1)C1CCC(CNc2nc(=S)[nH]c3ccccc23)CC1 (stereo unspecified)	0%	-23	-3	-16	2%	-16	12%	-28%	1	-0.4%	1%
O=C(O)CCNS(=O)(=O)c1ccc2c(c1)Cc1ccccc1-2	3%	-13	12	-11	6%	-4	10%	-7%	-1	0.0%	2%
COC(=O)c1ccc(C(=O)OC)c(NC(=S)N2CCC(C(N)=O)CC2)c1	-1%	-5	4	15	9%	4	0%	-9%	0	0.0%	0%
C=CCN1C(=O)C(=O)N(CC(=O)c2ccc3c(c2)CCCC3)C1=O	·	-1	·	7	·	30	·	·	3	-0.1%	1%
O=c1ccc(-c2ccc(S(=O)(=O)Nc3ccc(F)cc3)o2)n[nH]1	·	-1	1	28	-3%	-6	1%	1%	-1	-0.1%	4%
CC(=O)c1cccc(NS(C)(=O)=O)c1	5%	-2	2	15	4%	-1	-1%	-12%	-1	0.1%	10%
NS(=O)(=O)c1ccc(CNC(=O)c2ccc(Cl)cc2[N+](=O)[O-])cc1	4%	5	0	-3	3%	6	3%	-16%	-1	-0.3%	1%
COc1ccc(NC(=S)NNC(=O)c2cccnc2)cc1OC	1%	0	-1	-10	11%	-6	8%	-12%	-2	0.1%	2%
COc1ccc(Cn2c(C)nc([N+](=O)[O-])c2SCC(=O)O)cc1[N+](=O)[O-]	-4%	7	10	5	-4%	3	-2%	-12%	3	-1.3%	2%
O=C(CCc1ccccc1)NCCCN1CCOCC1	-2%	-8	1	-2	1%	9	-2%	8%	-2	4.1%	0%
NC(=O)c1ccc(N2CCN(S(=O)(=O)c3cccs3)CC2)c([N+](=O)[O-])c1	·	14	·	6	·	-32	·	·	·	-0.3%	2%
COc1cnn(-c2ccccc2)c(=O)c1N(C)C	6%	7	0	9	1%	32	0%	-22%	0	-0.3%	0%
c1ccc(C2CN3CCSC3=N2)cc1 (stereo unspecified)	4%	-7	2&1	15	-14%&-5%&-5%	9	0%	-3%&7%&-8%&0%	2	-0.2%	3%
Cc1nc(-c2ccc(F)cc2)c(CC(=O)N2CCN(S(=O)(=O)c3cccc(F)c3)CC2)s1	·	11	·	14	·	6	·	·	?	0.1%	1%
Cc1c(Cl)c([N+](=O)[O-])nn1CC(=O)NCCCN1CCOCC1	·	-10	-4	3	5%	-2	-2%	-8%	3	0.2%	1%
COc1ccccc1C(=O)Nn1c(C)nc2ccccc2c1=O	·	3	0	-2	7%	-4	4%	5%	2	0.3%	1%
CCOc1ccccc1Nc1ncnc2ccccc12	-6%	-6	2	-8	-2%	-16	0%	14%	3	-0.3%	-1%
CC(C)(C)C(=O)OC/C(N)=N/OC(=O)c1ccc(Cl)c(Cl)c1	1%	2	1	0	-4%	-11	-3%	·	19	-0.5%	8%
COc1ccc(NC(=O)Nc2nnc(-c3ccccc3F)s2)cc1	-1%	0	1	1	5%	-2	11%	-3%	2	-0.1%	-2%
O=C(CS(=O)(=O)Cc1ccccc1)Nc1cccnc1	-1%	-10	-2	7	13%	10	-2%	-8%	-3	-0.1%	0%
COc1c(F)c(F)c(C(=O)O)c(Nc2ccccc2)c1F	4%	-6	12	2	-16%	7	-1%	-10%	5	0.3%	1%
O=c1[nH][nH]cc1C=Nc1ccccc1O	-5%	-1	2	10	10%	-2	-1%	23%	-3	0.6%	0%
CCOc1ccc(NC(=O)C/C(C)=N/NC(=O)Cc2ccc(Cl)cc2)cc1	·	-3	1	1	3%	16	1%	·	2	-0.3%	1%
O=C(COC(=O)C1COc2ccccc2O1)NC1CCS(=O)(=O)C1 (stereo unspecified)	0%	3	2	7	-3%	0	-3%	3%	0	-0.3%	-2%
Cc1csc(NC(=O)c2cccn2C)n1	-43%	2	·	-3	11%	-12	4%	10%	-2	0.0%	0%
COc1ccc(NC(C)=O)cc1S(=O)(=O)Nc1ccc2c(c1)OCCO2	-4%	-1	10	-2	12%	-2	0%	-2%	-3	0.0%	1%
N#Cc1ccc(OCC(=O)Nc2ccc3[nH]c(=O)[nH]c3c2)cc1	·	2	·	?	·	3	·	·	-1	-0.5%	-1%
CCC(Cc1ccccc1)NC(=O)C1=C(C)C(=O)OC12CCC(C)CC2 (stereo unspecified)	3%	?	0	7	7%	·	12%	-1%	20	-0.1%	1%
COc1ccc(S(=O)(=O)N2CCC(C(=O)NCc3ccncc3)CC2)cc1Cl	·	9	1	19	32%[activator]	-8	-1%	-13%	14	-0.3%	0%
CCNc1nc(NCC)nc(OCCOC(=O)Nc2ccccc2)n1	5%	0	1	-6	-4%	-5	·	-5%	-2	-0.5%	2%
Cc1nn(Cc2ccc(C(=O)NN)cc2)c(C)c1Cl	10%	4	5	-4	9%	1	14%	·	17	-0.7%	-2%
O=C(O)c1ccccc1C(=O)NCc1cccnc1	1%	-1	2	-2	-3%	1	4%	-1%	0	0.2%	3%
Cc1nc(C(=O)O)cc2c1[nH]c1ccccc12	·	-3	·	-11	·	-7	·	·	-1	-0.1%	2%
Cc1nn(Cc2ccccc2)c2c1C(c1ccncc1)C(C#N)=C(N)O2 (stereo unspecified)	4%	-31	3	-2	-14%	-3	1%	0%	0	-0.2%	-1%
CN(C(=O)Nc1cnc2ccccc2c1)c1ccccc1	-6%	-1	-2	3	5%	5	-3%	-8%	-5	-0.2%	0%
Cc1ccc(C(=O)Nc2ccc(S(=O)(=O)N3CCN(C)CC3)cc2)o1	10%	-9	2	-13	-10%	-1	0%	?	4	-0.1%	-1%
COc1ccc(C2c3ccc4ccccc4c3Oc3ncn(CCN(C)C)c(=N)c32)cc1 (stereo unspecified)	·	-5	0	9	?	-27	0%	?	3	0.3%	-2%
CCOc1ccc(OCC(=O)OC(C)C(=O)NC2CCCC2)cc1 (stereo unspecified)	·	-6	·	5	·	-2	·	·	·	-0.5%	-2%
CCCc1nc2sc3c(c2c(=O)n1N)CCC3	0%	-2	2	-1	-3%	9	0%	·	1	0.1%	1%
CCOC(=O)CN(C(=O)COc1nc(-c2ccccc2)cc(C)c1C#N)c1ccc(C)cc1	1%	18	1	3	12%	-3	0%	·	12	-0.1%	-2%
Cc1nc(C)c(-c2csc(N)n2)s1	1%	5	1	-6	-2%	-1	9%	7%	3	-0.5%	1%

# Assay outcomes as filed in PubChem BioAssay.
